# Screening data from PubChem BioAssay.
# RTF Ca sens act: cardiac RTF calcium sensitivity activators, primary screen, biochemical, IANBD-TnC fluorescence, EC20 calcium | Troponin I, cardiac muscle (Homo sapiens) + Troponin T, cardiac muscle (Homo sapiens) + … | IANBD-labeled TnC RTF fluorescence at EC20 calcium; 0% EC20 calcium, 100% full calcium | activation, % at 7.2 µM | actives 0.24% (n = 340,000) | AID 493008, 2010;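 active = activation above the mean over all tested compounds plus 3 SD, cut at about 30% in these data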;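 note: rise in fluorescence read as greater calcium sensitivity of cardiac thin filaments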
# Keap1-Nrf2 PPI: Keap1-Nrf2 protein-protein interaction inhibitors, primary screen, biochemical, fluorescence polarization, single point. Kelch-like ECH-associated protein 1 (Homo sapiens), Q14145. Keap1 Kelch-Nrf2 peptide fluorescence polarization, 1536-well. inhibition, % at 9.4 µM. actives 0.15% (n = 340,000). AID 504523, 2011; in the data active = inhibition above about 12%;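 note: human Keap1 Kelch domain with fluorescein labeled Nrf2 9mer peptide probe; 0% = neutral control wells and 100% = peptide positive control; higher means more block of Keap1 binding to Nrf2 peptide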
# Target sequence (Q14145 whole entry, looked up, the tested form may be a part): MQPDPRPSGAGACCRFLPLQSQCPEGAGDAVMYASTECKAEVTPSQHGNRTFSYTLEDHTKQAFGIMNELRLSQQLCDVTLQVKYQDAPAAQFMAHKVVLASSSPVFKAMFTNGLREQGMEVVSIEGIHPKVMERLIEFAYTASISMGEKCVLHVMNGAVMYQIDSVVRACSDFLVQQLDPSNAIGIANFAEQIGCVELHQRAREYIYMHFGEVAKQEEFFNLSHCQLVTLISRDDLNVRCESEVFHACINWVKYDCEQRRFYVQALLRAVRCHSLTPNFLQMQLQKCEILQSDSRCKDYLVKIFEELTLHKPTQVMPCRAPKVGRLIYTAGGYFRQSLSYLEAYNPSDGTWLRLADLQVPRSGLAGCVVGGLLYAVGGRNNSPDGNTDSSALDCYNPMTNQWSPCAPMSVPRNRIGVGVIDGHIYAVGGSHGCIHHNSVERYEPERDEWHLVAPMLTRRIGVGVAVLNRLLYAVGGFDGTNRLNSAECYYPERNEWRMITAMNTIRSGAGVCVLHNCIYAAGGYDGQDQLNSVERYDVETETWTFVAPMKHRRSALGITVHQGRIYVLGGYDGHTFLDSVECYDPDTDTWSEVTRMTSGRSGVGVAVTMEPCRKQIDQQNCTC
# PKA-R2B act: activators of PKA-R2B holoenzyme, primary screen, biochemical, fluorescence polarization, Cy5-IP20, human; actives 0.079% (n = 340,000); activation, % at 11.4 µM; cAMP-dependent protein kinase catalytic subunit beta (Homo sapiens) + cAMP-dependent …; PKA-R2B holoenzyme dissociation; R2B truncated from residue 108, S112A mutant; 0% DMSO only, 100% 113 µM cGMP;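 active = activation above a cutoff set at the mean over all compounds plus 3 SD, cut at about 18% in these data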;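 note: higher means more holoenzyme dissociation and a rise in polarization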
# Target sequence (P31323 whole entry, looked up, other chains not shown, the tested form may be a part): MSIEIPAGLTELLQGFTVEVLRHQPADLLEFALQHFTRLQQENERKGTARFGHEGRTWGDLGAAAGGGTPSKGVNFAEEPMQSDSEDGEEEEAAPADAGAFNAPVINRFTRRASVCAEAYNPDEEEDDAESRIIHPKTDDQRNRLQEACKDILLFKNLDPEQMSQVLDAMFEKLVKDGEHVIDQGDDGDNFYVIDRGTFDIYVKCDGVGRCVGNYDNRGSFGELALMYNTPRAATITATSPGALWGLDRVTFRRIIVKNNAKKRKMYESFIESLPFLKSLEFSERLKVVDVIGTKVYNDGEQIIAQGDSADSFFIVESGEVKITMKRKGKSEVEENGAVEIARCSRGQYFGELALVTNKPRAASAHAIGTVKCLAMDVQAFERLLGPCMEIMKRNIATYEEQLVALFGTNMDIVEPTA
# SR-BI uptake up: activators of SR-BI mediated DiI-HDL uptake, primary screen, ldlA[mSR-BI] CHO cells, DiI fluorescence; 3 h; 100 = double the neutral-control signal; activation, % at 12.5 µM; actives 0.096% (n = 320,000); AID 504775, 2011;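 active = mean replicate activation of at least 60% and every replicate at or above 60%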;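 note: 0% = median plate neutral-control signal and 100% = twice that signal; values of inactives mirror those of a sister screen read the other way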
#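 Test system: SR-BI-overexpressing, LDLR-lacking CHO cells; Also added: labelled HDL, 10 µg/mL; Measured by: bottom-read cell fluorescence after medium removal, ex 550/em 595 nm; Timing: 3 h uptake period with compound, 37 °C; Buffer or medium: F12, 0.5% BSA, 25 mM HEPES; Doses: single compound concentration, delivered by pin transfer.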
# C-LANA FP: inhibitors of KSHV C-LANA binding to DNA, primary screen, biochemical, fluorescence polarization, FAM-LBS DNA, MBP-C-LANA, single point; inhibition, % at 9 µM; actives 0.078% (n = 340,000);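 active = highest replicate inhibition at or above 60% at 9 µM, even if other replicates fall short; inactive = all replicates below 60% inhibition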;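 note: 0% = neutral control wells and 100% = 4 µM acridine orange control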
# Rtt109 Vps75: inhibitors of C. albicans Rtt109/Vps75 HAT, primary screen, biochemical, ThioGlo CoA-SH fluorescence, plate reader; Histone acetyltransferase RTT109 (Candida albicans (strain SC5314 / ATCC MYA-2876)), …; purified Rtt109/Vps75, 4 h; inhibition, % at 34.9 µM; actives 0.16% (n = 330,000); AID 540336, 2011;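 active = inhibition of at least 50% in every replicate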
# DAGLB inhibitor: DAGLB lipase inhibitors, primary screen, biochemical, fluorescence, HTS. actives 0.059% (n = 340,000). inhibition, % at 5.17 µM. HEK293T DAGLB membrane lysate, EnzChek fluorogenic substrate; in the data active = inhibition above about 34%;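 note: 0% = enzyme with vehicle and 100% = wells lacking enzyme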
# CAL PDZ FP-1: CAL PDZ peptide-binding inhibitors, primary screen, biochemical, fluorescence polarization, Cer-tagged CAL PDZ, HTS; purified CAL PDZ, TMR-peptide fluorescence polarization, 1 h; actives 0.02% (n = 330,000); inhibition, % at 20 µM; Golgi-associated PDZ and coiled-coil motif-containing protein (Homo sapiens), Q9HD26; AID 504414, 2011;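 active = highest replicate inhibition of at least 40%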;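 note: plate controls were DMSO neutral control wells for no effect and unlabeled competitor peptide control wells for full effect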
#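 material = purified tagged CAL PDZ domain construct (CerCALP) | compound dosing = 20 µM, one dose | times = 1 h at RT | measured by = fluorescence polarization from S- and P-plane intensities, G-factor corrected | read-out = inhibition from polarization loss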
# CAL PDZ FP-2: untagged CAL PDZ binding inhibitors, primary screen, biochemical, fluorescence polarization, HTS; AID 602252, 2012; actives 0.92% (n = 300,000); purified CAL PDZ, TMR-peptide fluorescence polarization, 1 h; inhibition, % at 24.9 µM; Golgi-associated PDZ and coiled-coil motif-containing protein (Homo sapiens), Q9HD26;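 active = mean inhibition of at least 30% with at least half of replicates also reaching 30%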;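 note: 0% = DMSO neutral control and 100% = excess unlabeled competitor peptide PRC23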
# Cardiac RTF inh: cardiac RTF calcium sensitivity inhibitors, primary screen, biochemical, IANBD-TnC fluorescence, EC70 calcium; Troponin I, cardiac muscle (Homo sapiens) + Troponin T, cardiac muscle (Homo sapiens) + …; actives 0.12% (n = 340,000); IANBD-labeled cardiac RTF, Ca2+ fluorescence; inhibition, % at 7.15 µM;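 active = inhibition above the mean inhibition of all tested compounds plus 3 SD, cut at about 17% in these data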;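 note: assay run at fixed EC70 calcium of 1.6 mM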
# An asterisk follows results filed as active; · = no result given. Rows are unselected. About 1.6% of those tested had a hit in this group.
SMILES,RTF Ca sens act,Keap1-Nrf2 PPI,PKA-R2B act,SR-BI uptake up,C-LANA FP,Rtt109 Vps75,DAGLB inhibitor,CAL PDZ FP-1,CAL PDZ FP-2,Cardiac RTF inh
Cc1nn(Cc2ccccc2)c(C)c1C(=O)N1CCN(CC(=O)Nc2ccc(F)cc2)CC1,-6,-4,6,-22,-0.9,6,0,-0.4,1,-6
O=C(CCc1nc(-c2ccccc2F)no1)NCCN1CCN(Cc2ccccc2)CC1,-3,-1,-5,-3,-1.3,-6,0,-0.2,·,2
Cc1ccccc1C(=O)NCCCn1ccnc1,-9,4,-3,-6,-1.1,-5,-2,0.3,-1,-1
CCc1cc2c(N[C@@H](Cc3c[nH]c4ccccc34)C(=O)O)ncnc2s1,-3,1,-12,21,0.6,-2,0,0.9,1,-8
O=C(Nc1ccc(Cl)cc1Cl)c1ccc2c(=O)n3c(nc2c1)CCC3,-6,0,-2,-18,-0.9,2,0,-3.3,-6,2
O=C(NNC(=O)C1CCN(Cc2cccc(F)c2)CC1)c1cccs1,4,6,-7,·,0.2,1,0,-0.4,·,-6
Cn1c(=O)c2c(nc(Oc3ccccc3N)n2C)n(C)c1=O,-3,4,-9,-19,-0.8,-10,0,-1.2,2,4
O=C1NC(c2ccccc2)=NC1(Nc1ccccn1)C(F)(F)F (centres undefined),-1,0,-5,8,4.9,-8,0,-0.7,-3,7
CC(=O)c1cccc(NC(=O)CSc2ccc(-c3sc(C)nc3C)nn2)c1,-2,-7,-7,0,0.4,-7,0,1.0,-5,0
Cc1nn(Cc2ccccc2)c(Cl)c1/C=N/NC(=O)CNc1cccc(C(F)(F)F)c1,8,0,-9,-19,-0.3,-2,-4,0.1,-1,-19
CS(=O)(=O)Nc1ccc(C(=O)N2CCCC2)cc1,-6,-2,-6,-5,1.9,-4,-4,0.6,·,1
COc1cc(O)c(C(CC(=O)N2CCCC(C)C2)c2ccc3c(c2)OCO3)c(OC)c1 (centres undefined),0,-6,-3,-6,0.0,-7,-1,-1.8,15,7
Cn1cc(S(=O)(=O)NC[C@H]2O[C@@H](n3ccc(=O)[nH]c3=O)[C@H](O)[C@@H]2O)cn1,-5,2,11,25,0.1,-5,1,0.8,-1,3
Cc1ccc(N(Cc2ccc([N+](=O)[O-])cc2)C(=O)c2ccco2)cc1,5,4,-5,2,-0.5,3,1,0.0,-2,-2
C=CCOc1cccc(/C=N/NC(=O)CN2CCCCC2)c1,8,-2,2,20,-0.5,0,-2,0.8,-3,-6
Cc1ccc(OCc2cc(C(=O)N3CCCCCCC3)no2)cc1C,0,-6,5,·,-0.7,3,-6,-1.1,0,-3
COc1ccc(-c2cc(=O)c3cc(OC)c(OC)cc3[nH]2)cc1,-2,2,6,-37,1.6,-2,-1,-2.0,-26,7
CCc1nnc(NC(=O)CSc2ccc(Cl)cc2)s1,-5,-1,-2,5,12,6,-1,-0.5,-2,3
CCc1ccc(NC(=O)C2CCN(S(=O)(=O)c3cccs3)CC2)cc1,-4,-3,-4,-5,-0.6,16,-6,-2.4,1,-6
CCOC(=O)C1(C)NC(c2ccco2)C2C(=O)N(C)C(=O)C21 (centres undefined),1,3,2,5,1.0,-8,1,-0.9,2,-5
Cc1cc2occ(CC(=O)N(C)CC(=O)Nc3c(C)cccc3C)c2cc1C,-5,-5,-8,-23,0.7,10,2,-2.0,2,-2
CN(CC(=O)NCc1ccco1)C(=O)C1CC(=O)N(c2ccc3c(c2)OCCO3)C1 (centres undefined),5,-2,-10,17,-3.7,10,-1,-0.3,-1,-14
Cc1ccc(/C=N/NC(=O)Cc2ccc(O)cc2)s1,0,-5,4,6,-1.7,12,0,-1.7,-3,-1
Cc1cc(NC(=O)c2ccco2)ccc1NC(=O)Cc1cccs1,-3,-5,-2,-12,-0.4,2,-4,·,-5,-18
Cc1nnc(SCc2ccccc2)nc1/C=C/NOCc1ccc(Cl)cc1Cl,-2,6,9,-1,0.4,1,-5,1.8,9,-1
O=C(NCc1ccccn1)C(=O)Nc1cc2c3c(c1)CC(=O)N3CCC2,0,-5,2,19,-0.7,-17,1,-4.2,-2,-16
COC(=O)/C=C1\N/C(=N/c2nc(C)c3cc(OC)ccc3n2)NC1=O,-5,-4,-16,7,-0.1,7,1,-0.4,18,-1
COc1ccc(NCc2nn(CC(=O)c3ccc(Br)cc3)c3[n+]2CCCCC3)cc1,3,-7,0,-3,1.6,21,2,3.0,-7,-1
Fc1ccc(Nc2c(-c3ccco3)nc3ccccn23)cc1,4,1,2,-24,0.3,-3,3,1.4,-3,-8
Cc1cc(-c2ccccc2)nc(Nc2nc3c(C)cccc3c(=O)[nH]2)n1,-1,-3,3,·,-0.2,-7,-9,-1.4,-3,-9
CCN(CC(=O)Nc1ccc2c(c1)OCCO2)C(=O)CSCC(=O)Nc1ccc(C)cc1,-1,-4,0,-11,1.6,2,-1,-2.2,-5,-22
CC1=CC(C)C(C(=O)O)C(C(=O)N2CCN(C)CC2)C1 (centres undefined),-5,-3,0,14,-0.8,-2,3,-1.1,1,-6
CCOC(=O)C1CCCN(Cc2nc(C3CC3)no2)C1 (centres undefined),4,-1,-3,·,1.2,-5,-2,-0.7,-2,-18
COc1cc(C(=O)NC(=S)Nc2ccc([N+](=O)[O-])cc2)cc(OC)c1OC,-6,5,2,-10,-0.9,22,-2,-1.3,-2,-2
CCSc1nnc(NC(=O)CSc2nnc(Cc3cccn3C)n2-c2ccc(C)cc2)s1,-3,3,-2,7,-0.4,-1,7,-1.6,0,-2
COc1ccc(S(=O)(=O)N2CCN(CC(=O)NC3CC3)CC2)cc1,-4,-4,6,6,-1.5,0,-3,-1.5,-2,7
CC(=O)NC(=S)Nc1ccc(-c2nc3ccc(C)cc3s2)cc1,-2,0,5,-29,3.6,-2,-5,-2.1,-6,-3
Cc1ccc(/C=C(\C#N)c2nn(-c3ccccc3)c(N)c2C#N)cc1,5,-3,-15,-26,-0.6,2,-4,0.1,2,1
NC(=O)CCn1nc(-c2ccccc2)c2ccccc2c1=O,4,-2,-12,11,-1.6,-15,0,0.2,-2,-6
COc1ccccc1NS(=O)(=O)c1cc(NC(=O)COc2ccccc2)ccc1N1CCOCC1,1,-2,-9,6,-0.7,3,0,-2.1,-2,9

# 6 entries from above, sorted by SMILES length, smallest number first.
SMILES,RTF Ca sens act,Keap1-Nrf2 PPI,PKA-R2B act,SR-BI uptake up,C-LANA FP,Rtt109 Vps75,DAGLB inhibitor,CAL PDZ FP-1,CAL PDZ FP-2,Cardiac RTF inh
Cc1cc(NC(=O)c2ccco2)ccc1NC(=O)Cc1cccs1,-3,-5,-2,-12,-0.4,2,-4,·,-5,-18
CC(=O)NC(=S)Nc1ccc(-c2nc3ccc(C)cc3s2)cc1,-2,0,5,-29,3.6,-2,-5,-2.1,-6,-3
COc1ccc(S(=O)(=O)N2CCN(CC(=O)NC3CC3)CC2)cc1,-4,-4,6,6,-1.5,0,-3,-1.5,-2,7
O=C(NCc1ccccn1)C(=O)Nc1cc2c3c(c1)CC(=O)N3CCC2,0,-5,2,19,-0.7,-17,1,-4.2,-2,-16
Cc1cc(-c2ccccc2)nc(Nc2nc3c(C)cccc3c(=O)[nH]2)n1,-1,-3,3,·,-0.2,-7,-9,-1.4,-3,-9
CN(CC(=O)NCc1ccco1)C(=O)C1CC(=O)N(c2ccc3c(c2)OCCO3)C1 (centres undefined),5,-2,-10,17,-3.7,10,-1,-0.3,-1,-14

# More entries follow:
SMILES,RTF Ca sens act,Keap1-Nrf2 PPI,PKA-R2B act,SR-BI uptake up,C-LANA FP,Rtt109 Vps75,DAGLB inhibitor,CAL PDZ FP-1,CAL PDZ FP-2,Cardiac RTF inh
COCCN(C(=O)COC(=O)CCn1c(C)csc1=O)c1c(N)n(Cc2ccccc2)c(=O)[nH]c1=O,-8,-3,-8,12,-0.6,3,1,-1.8,5,-1
Cc1nnc(SCC(=O)Nn2cnnc2)s1,8,-2,5,·,0.1,18,-2,-1.5,4,-9
CCc1c(C)nc(N)n2c(SCC(=O)Nc3ccccc3)nnc12,3,3,-7,2,0.9,7,-2,·,4,3
CC(/C=N/Nc1ccc2nncn2n1)=C\c1ccccc1,18,-4,-1,-16,3.0,-3,4,0.6,2,-6
O=C(CCC(=O)c1ccccc1)NCc1ccccc1,-5,-1,-13,16,-2.2,-4,1,-0.6,-4,9
O=C(O)CC(CNS(=O)(=O)c1ccccc1)c1ccccc1 (centres undefined),11,-4,9,·,-4.2,-2,5,-3.0,3,-17
CCN(CC)C(=O)CSc1ncnc2c1cnn2-c1ccccc1,4,1,-7,-1,-1.1,-7,-3,-1.3,-2,-4
COc1ccc(C(=O)Nc2cccc(C)c2)cc1S(=O)(=O)N1CCOCC1,3,3,-2,-23,1.0,1,0,-0.2,-4,2
CCOC(=O)C1=C(Cc2ccc(OC)cc2)C(=O)c2ccccc2C1=O,10,-8,5,-26,0.1,9,-9,0.0,-2,-34
COc1ccc(Nc2nc(C)cc(=O)[nH]2)cc1,-5,-2,-5,-1,2.9,13,-3,0.4,1,-3
CN1C[C@@H]2[C@@H]3C(=O)N(Cc4ccccc4)C(=O)[C@@H]3[C@](Cc3ccccc3)(C1=O)N2C(=O)c1ccc(C(F)(F)F)cc1,-6,-6,-5,9,-4.6,9,0,-0.8,-7,-9
Cc1ccc(C)c(NC(=O)c2ccccc2NC(=O)C2CCCO2)c1 (centres undefined),0,5,0,3,-0.9,-12,1,-2.7,-15,-1
C=CCNC(=O)c1ccccc1NC(=O)c1cccc2ccccc12,-2,-4,0,-7,0.1,30,0,-1.2,-1,-4
CCOc1ccc(C(=O)N2CCCC2)cc1OC,-1,-4,-7,-7,-0.5,9,1,0.5,·,-13
CCn1nc(C)cc1C(=O)Sc1ccc(Cl)cc1Cl,1,-2,-5,-9,-0.9,2,5,2.1,-4,-3
